# YAP1 CTGF inhibition: YAP1 pathway inhibitors via CTGF transcript, primary screen, DLD1 colon cancer cells, RT-qPCR, single point (AID 743449); DLD1 CTGF mRNA qPCR, 24 h; active compounds read high; inhibition, % at 12.5 µM; 0.9% of 9,900 active;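 active = mean normalized replicate activity at least 50 and at least half of replicates each reaching 50; inconclusive = only one of the two criteria met; inactive = neither criterion met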;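 also: 0% = neutral control wells and 100% = dasatinib control wells; higher means stronger suppression of CTGF expression like dasatinib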
# Pax4 mRNA alpha TC1: activators of Pax4 gene expression, primary screen, RT-PCR, mouse alpha TC1 cells, single point (AID 1053180); mouse alpha TC1 cells, Pax4 mRNA qPCR, 6 days; active compounds read high; 100% = Pax4 plasmid added at qPCR; activation, % at 10 µM; 0.2% of 9,600 active;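 active = highest normalized replicate activity of 15 or more, or at least half the replicates reach 15 or more; inactive = neither condition met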;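 also: pax4 Ct normalized to GAPDH with activation seen as lower delta delta Ct; plate controls were plate neutral control wells for no effect and Pax4 plasmid positive control for full effect; each compound tested in two replicate wells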
# Active calls of the source: *; u = inconclusive; x = not tested or not shown; & = joins results of further samples.
canonical_smiles,YAP1 CTGF inhibition,Pax4 mRNA alpha TC1
C[C@H](CO)N1C[C@H](C)[C@@H](CN(C)S(=O)(=O)c2ccc3c(c2)OCCCO3)OCc2cnnn2CCCC1=O,0,0.0
CO[C@H]1CN(C)C(=O)c2cc(NS(=O)(=O)c3cn(C)cn3)ccc2OC[C@H](C)NC[C@@H]1C,-26,0.0
CCC(=O)N1[C@@H](CO)[C@@H](c2ccc(C3=CCCC3)cc2)C12CN(C(=O)COC)C2,-10,x
CCCNC(=O)N(C)C[C@H]1Oc2ncc(C#CC3CCCCC3)cc2C(=O)N([C@@H](C)CO)C[C@@H]1C,29,0.0
CCCC(=O)N1C[C@@H]2[C@H](c3ccccc31)[C@@H](CO)N2C(=O)Nc1ccc(F)cc1,-22,0.0
O=C(CN1CCOCC1)N1[C@H](CO)[C@H]2c3ccccc3NC[C@H]21,-38,0.0
CCC(=O)N1CC2(C1)[C@@H](c1ccccc1)[C@@H](CO)N2CC1CC1,6,x
O=C(CC1CC1)N1CC[C@@H]2[C@H]1c1cc(-c3ccc(F)cc3)ccc1N[C@@H]2CO,19,0.0
O=C(C[C@H]1CC[C@@H](NC(=O)c2cccnc2)[C@H](CO)O1)NCc1ccc(Cl)c(Cl)c1,5,0.0
CNC[C@H]1Oc2cc(C#Cc3ccccc3OC)ccc2S(=O)(=O)N([C@H](C)CO)C[C@@H]1C,2,0.4
COc1ccccc1-c1ccc2c(c1)O[C@H](CN(C)CC1CCOCC1)[C@H](C)CN([C@@H](C)CO)S2(=O)=O,2,0.0
C/C=C/c1ccc([C@H]2[C@H]3CN(C(=O)Nc4ccc(F)cc4)CC(=O)N3[C@H]2CO)cc1,8,0.0
O=C(NCCc1ccncc1)[C@@H]1[C@@H](CO)[C@@H]2Cn3c(ccc(-c4ccccc4)c3=O)[C@@H]2N1C(=O)C1CC1,18,0.0
CN1CCN(C(=O)C[C@@H]2CC[C@@H]3[C@H](COC[C@H](O)CN3Cc3cccc(-c4ccncc4)c3)O2)CC1,-38,0.1
C[C@H](CO)N1C[C@H](C)[C@H](CN(C)S(=O)(=O)c2ccccc2C#N)OCc2cnnn2CCCC1=O,-14,0.0
N#C[C@H]1[C@@H](c2ccccc2C2=CCCCC2)[C@@H](CO)N1C(=O)c1ccccn1,-1,0.0
O=C(C[C@H]1C=C[C@@H](NS(=O)(=O)c2ccc(F)cc2)[C@H](CO)O1)N1CCc2ccccc2C1,3,0.0
CN(C)CC(=O)N1[C@@H](C#N)[C@H](c2ccccc2-c2ccc(C(=O)N(C)C)cc2)[C@@H]1CO,16,0.0
NCC[C@H]1CC[C@@H](NS(=O)(=O)c2ccc(Cl)cc2)[C@@H](CO)O1,-24&-11,0.0&0.0
CN1CCN(C(=O)C[C@H]2CC[C@H]3[C@@H](COC[C@H](O)CN3CC3CCCCC3)O2)CC1,-10,0.0
OC[C@@H]1Nc2ccc(C3=CCCCC3)cc2[C@@H]2[C@H]1CCN2Cc1nccs1,-37,0.0
CCCNC(=O)N1CC2(CN(Cc3cccc(F)c3)C2)c2c([nH]c3cc(OC)ccc23)[C@H]1CO,5,0.0
COc1cccc(-c2ccc3c(c2)[C@@H]2[C@@H](CCN2S(=O)(=O)c2ccccc2F)[C@@H](CO)N3)c1,-33,0.0
O=C(CC1CC1)N1CC2(C1)[C@H](c1ccccc1)[C@H](CO)N2C(=O)c1ccccn1,12,x
CCS(=O)(=O)Nc1ccc2c(c1)C(=O)N(C)[C@H]1CC[C@H](CC(=O)NCc3ccccc3F)O[C@@H]1CO2,-77,0.0
COCC(=O)Nc1ccc2c(c1)[C@H]1C[C@@H](CC(=O)NCc3ccc4c(c3)OCO4)O[C@@H](CO)[C@H]1O2,-3,0.0
CC(C)NC(=O)N1CC(=O)N2[C@H](CO)[C@@H](c3ccc(/C=C/c4ccccc4)cc3)[C@@H]2C1,27,0.0
COCC#Cc1ccc([C@H]2[C@H](CO)N3C(=O)CN(C(=O)c4ccncc4)C[C@@H]23)cc1,-9,0.0
CC[C@H]1C/C=C\C[C@H](c2ccc(OC)cc2OC)NC(=O)[C@H](C)CC(=O)N1,-7,0.1
CN1CCN(C(=O)c2cc3c(c(-c4cccc(Br)c4)n2)[C@@H](CCO)N([S@](=O)C(C)(C)C)C3)CC1,-9,0.0

# The list goes on:
canonical_smiles,YAP1 CTGF inhibition,Pax4 mRNA alpha TC1
C[C@@H]1CN([C@H](C)CO)C(=O)CCCn2nncc2CO[C@H]1CN(C)C(=O)Nc1ccc2c(c1)OCCO2,13,0.0
Cc1noc(C)c1NC(=O)Nc1ccc2c(c1)C(=O)N(C)[C@@H]1CC[C@@H](CC(=O)N[C@H]3CCN(Cc4ccccc4)C3)O[C@@H]1CO2,10,0.0
C[C@@H]1CN([C@H](C)CO)C(=O)Cc2cc(NC(=O)Cn3cnnn3)ccc2O[C@@H]1CN(C)S(=O)(=O)c1ccc(Cl)cc1,-14,0.0
N#C[C@H]1[C@@H](c2ccccc2-c2ccccc2F)[C@@H](CO)N1C(=O)C1CCC1,6,0.0
C[C@@H]1CN([C@@H](C)CO)S(=O)(=O)c2ccc(-c3cccc(C#N)c3)cc2O[C@@H]1CN(C)C(=O)c1ccccc1,39,0.0
Cc1noc(C)c1S(=O)(=O)Nc1ccc2c(c1)CC(=O)N([C@@H](C)CO)C[C@@H](C)[C@@H](CN(C)Cc1ccc(Oc3ccccc3)cc1)O2,-13,0.0
O=C(N[C@@H]1CC[C@@H](CCNS(=O)(=O)c2ccc(F)cc2)O[C@H]1CO)C1CCC1,-29,0.0
COc1ccc(-c2ccccc2[C@H]2[C@@H](CO)N(C(=O)C3CCC3)[C@H]2C#N)cc1,15,0.0
O=C(C[C@@H]1CC[C@@H](NC(=O)c2ccc3c(c2)OCO3)[C@@H](CO)O1)NCc1ccc(Oc2ccccc2)cc1,32,0.0
COCC(=O)N1[C@@H](C#N)[C@@H](c2ccccc2-c2cccc(C)c2)[C@@H]1CO,-5,0.0
O=C(c1cnccn1)N1CC(=O)N2[C@H](CO)[C@@H](c3ccc(C#CC4CC4)cc3)[C@H]2C1,-19,0.0
O=C(C[C@H]1C=C[C@H](NC(=O)Cc2ccccn2)[C@H](CO)O1)NCCc1ccncc1,22,0.0
CN(C)CC(=O)N1[C@H](CO)[C@@H](c2ccccc2)C12CN(CCC(F)(F)F)C2,-8,x
O=C(C[C@@H]1C[C@H]2c3cc(NS(=O)(=O)c4ccc(F)cc4)ccc3O[C@H]2[C@H](CO)O1)NCc1cccnc1,10,0.0
CCCC(=O)Nc1ccc2c(c1)OC[C@@H](C)N(C(=O)c1cccnc1)C[C@H](C)[C@H](OC)CN(C)C2=O,15,0.0
COc1cccc(CNC(=O)[C@@H]2[C@@H](CO)[C@@H]3Cn4c(ccc(-c5cncnc5)c4=O)[C@@H]3N2C)c1,-17,0.0
O=C(C[C@H]1CC[C@@H]2[C@H](COC[C@@H](O)CN2C(=O)Nc2cccc(F)c2)O1)NCCCN1CCOCC1,-31,0.0
Cn1cnc(CCNC(=O)C[C@@H]2CC[C@H]3[C@@H](COC[C@H](O)CN3C(=O)Nc3ccc(C(F)(F)F)cc3)O2)c1,-22,0.0
C/C=C/c1ccccc1[C@H]1[C@H](C#N)N(C(=O)CN2CCOCC2)[C@H]1CO,-17,0.0
CO[C@H](CN(C)S(=O)(=O)c1cccc(Cl)c1)[C@@H](C)CN(C(=O)Nc1ccccc1F)[C@H](C)CO,-8,0.0
COCc1cn(CC[C@@H]2CC[C@@H](NC(=O)Nc3c(C)noc3C)[C@@H](CO)O2)nn1,4,0.0
C[C@H]1CN([C@@H](C)CO)C(=O)c2cccc(NC(=O)C3CCOCC3)c2O[C@@H]1CN(C)C(=O)Nc1cccc2ccccc12,8,0.0
O=C(C[C@@H]1CC[C@@H]2[C@H](COC[C@H](O)CN2CCC(F)(F)F)O1)NCC1CC1,-29,0.0
CCS(=O)(=O)Nc1ccc2c(c1)C(=O)N(C)C[C@@H](OC)[C@H](C)CN(C(=O)c1ccc3c(c1)OCO3)[C@@H](C)CO2,-45,0.1
O=C(C[C@@H]1CC[C@@H]2[C@H](COC[C@@H](O)CN2C(=O)c2cnccn2)O1)N1CCN(c2ccccc2)CC1,-2,0.0
C[C@H](CO)N1C[C@H](C)[C@@H](CN(C)C(=O)[C@H](Cc2ccccc2)N(C)C)OCc2ccccc2-c2c(n(C)c3ccccc23)C1=O,4,0.1
COc1ccccc1-c1cn(CC[C@H]2CC[C@@H](NC(=O)C3CCCCC3)[C@H](CO)O2)nn1,-36,0.0
CCCNC(=O)N(C)C[C@H]1Oc2cc(C#C[C@H](C)O)ccc2S(=O)(=O)N([C@@H](C)CO)C[C@H]1C,-10,0.0
COc1ccccc1-c1ccc2c(c1)[C@H]1[C@H](CCN1C(=O)C1CCC1)[C@H](CO)N2,6,0.0
O=C(Nc1ccc(C(F)(F)F)cc1)N[C@H]1C=C[C@H](CC(=O)N2CCCCC2)O[C@H]1CO,u,0.0

# (list continues)
canonical_smiles,YAP1 CTGF inhibition,Pax4 mRNA alpha TC1
CCCN1[C@H](C(=O)NCCCN2CCOCC2)[C@@H](CO)[C@@H]2Cn3c(ccc(-c4ccncc4)c3=O)[C@@H]21,-82,0.0
C[C@H](CO)N1C[C@H](C)[C@H](CN(C)C(=O)c2cnccn2)Oc2cc(C#CCC3CCCC3)ccc2S1(=O)=O,-1,0.1
O=C(C[C@H]1CC[C@@H]2[C@H](COC[C@@H](O)CN2CCc2ccccc2)O1)NCCCN1CCOCC1,-17,0.1
N#C[C@H]1[C@@H](c2ccccc2-c2cccc(F)c2)[C@@H](CO)N1C(=O)CN1CCOCC1,-7,0.0
C[C@@H]1CN([C@H](C)CO)C(=O)c2cc(NC(=O)CCC(F)(F)F)ccc2O[C@@H](C)CCCCO[C@H]1CN(C)C(=O)Nc1cccc2ccccc12,4,0.0
C[C@@H]1CCCCO[C@@H](CN(C)S(=O)(=O)c2ccc(F)cc2)[C@H](C)CN([C@H](C)CO)C(=O)c2cc(N(C)C)ccc2O1,-8,0.0
CCC(=O)N1[C@H](CO)[C@H](c2ccccc2)C12CN(C(=O)c1ccncc1)C2,0,x
COCC(=O)N1[C@@H](CO)[C@@H]2c3ccccc3N(C(=O)c3cccnc3)C[C@@H]21,18,0.0
C/C=C/c1ccc2c(c1)[C@H]1[C@H](CCN1Cc1ccc(F)cc1)[C@H](CO)N2,1,0.0
C[C@@H]1CN([C@H](C)CO)C(=O)c2c(c3ccccc3n2C)-c2ccccc2CO[C@H]1CN(C)C,31,0.0
Cc1noc(C)c1S(=O)(=O)Nc1ccc2c(c1)C(=O)N([C@H](C)CO)C[C@H](C)[C@@H](CN(C)Cc1ccc(C(=O)O)cc1)OCCCC[C@@H](C)O2,-3,0.0
NCC[C@H]1CC[C@H](NS(=O)(=O)c2ccc(Cl)cc2)[C@@H](CO)O1,-52,0.0
CN(C)C(=O)c1ccc(-c2ccccc2[C@H]2[C@@H](C#N)N(C(=O)C3CC3)[C@H]2CO)cc1,-15,0.0
C[C@@H]1CN([C@@H](C)CO)C(=O)c2cc(NS(=O)(=O)c3ccccc3)ccc2O[C@@H](C)CCCCO[C@@H]1CN(C)C(=O)C1CCCCC1,-17,0.0
C[C@@H]1CCCCO[C@@H](CN(C)CC2CC2)[C@H](C)CN([C@@H](C)CO)C(=O)c2cc(NC(=O)c3ccccc3)ccc2O1,3,0.0
CO[C@H]1CN(C)C(=O)c2cc(NS(=O)(=O)c3ccc(Cl)cc3)ccc2OC[C@@H](C)N(C(=O)NC(C)C)C[C@@H]1C,-16,0.0
O=S(=O)(c1ccc(F)cc1)N1C[C@H]2[C@@H](c3ccccc31)[C@@H](CO)N2Cc1ccccc1Cl,-6,0.0
C[C@@H]1CN([C@@H](C)CO)C(=O)c2ccccc2-c2ccccc2CO[C@@H]1CN(C)Cc1cccnc1,-20,0.0
CCCNC(=O)N1CC2(CCN(Cc3nccs3)CC2)c2c([nH]c3cc(OC)ccc23)[C@H]1CO,0,0.0
COc1ccc2c3c(n(C)c2c1)[C@@H](CO)NCC31CN(C(=O)Nc2ccccc2F)C1,23,0.0
COC(=O)[C@@H]1[C@@H](CO)[C@@H]2Cn3c(ccc(-c4cncnc4)c3=O)[C@@H]2N1CCC(F)(F)F,-30,0.0
CCS(=O)(=O)N1CC2(C1)[C@@H](c1ccccc1)[C@H](CO)N2Cc1ccc(F)cc1,7,x
CO[C@@H](CN(C)Cc1cc(F)ccc1F)[C@@H](C)CN([C@H](C)CO)S(=O)(=O)c1ccc(C)cc1,15,0.0

# Compound profiles, as listed above.
# NCC[C@H]1CC[C@H](NS(=O)(=O)c2ccc(Cl)cc2)[C@@H](CO)O1 in the list: YAP1 CTGF inhibition: -52; Pax4 mRNA alpha TC1: 0.0
# N#C[C@H]1[C@@H](c2ccccc2C2=CCCCC2)[C@@H](CO)N1C(=O)c1ccccn1 in the list: YAP1 CTGF inhibition: -1; Pax4 mRNA alpha TC1: 0.0

# An excerpt, so the mix of outcomes need not match the whole.
